ARFGAP1 inh = inhibits rat ARF GTPase activating protein 1; Q62848; Arfgap1-stimulated ARF1 GTP hydrolysis, GDP FP detection; inhibition, % at 16.5 µM; hit rate 0.26% among 360,000; AID 651572;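 active = inhibition above a per-plate limit, mean inhibition of low control wells plus 3 SD, cut at about 25% in these data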;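 also: 0% = DMSO wells with enzyme and 100% = wells lacking Arfgap1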
Target sequence (Q62848 1-136 limits assumed): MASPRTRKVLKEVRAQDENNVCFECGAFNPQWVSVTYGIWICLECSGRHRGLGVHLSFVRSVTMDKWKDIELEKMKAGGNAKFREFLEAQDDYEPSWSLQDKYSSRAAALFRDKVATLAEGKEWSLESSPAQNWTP
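Material: rat Arfgap1 GAP domain (His6, aa 1-136), purified enzyme. Also added: human ARF1(Δ1-17)-GTP substrate. Compound dosing: 16.5 µM single point, 1.26% DMSO. Timing: enzyme reaction 120 min at 25 °C after 20 min preincubation. Signal: GDP detection by fluorescence polarization. Read-out basis: percent inhibition of GAP-stimulated GDP formation, scaled between DMSO and no-Arfgap1 medians.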
NR1D1 modulator = Rev-erb alpha (human) modulation. P20393. Rev-erbα–FITC-DNA binding, fluorescence polarization, 90 min. activity, % at 10 µM. hit rate 0.79% among 370,000. AID 1259318;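 active = activity above about 14%, limit read from the data; passing the limit was not always enough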;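 also: 0% = DMSO wells with 35 nM protein and 100% = DMSO wells with 750 nM protein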
HGIII-sPLA2 inh = Blocks human group III sPLA2 activity | Q9NZ20 | QFRET BODIPY PC-A2 liposome hydrolysis, fluorescence | inhibition, % at 12.2 µM | hit rate 0.56% among 370,000;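 active = inhibition above mean plus 3 SD of compounds lying within the high and low control bounds, cut at about 19% in these data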;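 also: 0% = median of test compound wells and 100% = no enzyme DMSO wells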
ASAP1 GAP inh = inhibitors of human ASAP1 ArfGAP activity; Q9ULH1; ASAP1-stimulated ARF1 GTP hydrolysis, GDP FP detection; inhibition, % at 16.5 µM; hit rate 0.19% among 360,000; in the data active = inhibition above about 25%;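 also: 0% = vehicle with enzyme and substrate and 100% = no enzyme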
KLK7 zymogen act = activators of human kallikrein-7 zymogen. P49862. purified proKLK7, EDANS-DABCYL substrate fluorescence; 100% is mature enzyme control, 0% vehicle. activation, % at 7 µM. hit rate 0.9% among 370,000;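 active = activation above the mean of all tested compounds plus 3 SD, computed per campaign excluding outliers beyond control limits, cut at about 13% in these data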
PLC-beta3 inh = blocks human PLC-beta3 enzyme activity; Purified PLC-beta3, fluorogenic substrate, fluorescence; inhibition, % at 12.2 µM; hit rate 0.18% among 370,000; AID 720704; in the data active = inhibition above about 11%;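 also: 0% = median of compound wells on plate and 100% = full blocker control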
UHRF1 MBD2 ctr = blocks human UHRF1 binding to methylated DNA | Q96T88 | UHRF1 binding to methylated oligo, TR-FRET | inhibition, % at 4.4 µM | hit rate 0.75% among 370,000 | AID 687016; in the data active = inhibition above about 21%;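 also: UHRF1 SRA domain binding a hemimethylated CpG hairpin DNA probe; 0% = median of test compound wells and 100% = reference inhibitor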
Target sequence (Q96T88 whole entry, looked up, the tested form may be a part): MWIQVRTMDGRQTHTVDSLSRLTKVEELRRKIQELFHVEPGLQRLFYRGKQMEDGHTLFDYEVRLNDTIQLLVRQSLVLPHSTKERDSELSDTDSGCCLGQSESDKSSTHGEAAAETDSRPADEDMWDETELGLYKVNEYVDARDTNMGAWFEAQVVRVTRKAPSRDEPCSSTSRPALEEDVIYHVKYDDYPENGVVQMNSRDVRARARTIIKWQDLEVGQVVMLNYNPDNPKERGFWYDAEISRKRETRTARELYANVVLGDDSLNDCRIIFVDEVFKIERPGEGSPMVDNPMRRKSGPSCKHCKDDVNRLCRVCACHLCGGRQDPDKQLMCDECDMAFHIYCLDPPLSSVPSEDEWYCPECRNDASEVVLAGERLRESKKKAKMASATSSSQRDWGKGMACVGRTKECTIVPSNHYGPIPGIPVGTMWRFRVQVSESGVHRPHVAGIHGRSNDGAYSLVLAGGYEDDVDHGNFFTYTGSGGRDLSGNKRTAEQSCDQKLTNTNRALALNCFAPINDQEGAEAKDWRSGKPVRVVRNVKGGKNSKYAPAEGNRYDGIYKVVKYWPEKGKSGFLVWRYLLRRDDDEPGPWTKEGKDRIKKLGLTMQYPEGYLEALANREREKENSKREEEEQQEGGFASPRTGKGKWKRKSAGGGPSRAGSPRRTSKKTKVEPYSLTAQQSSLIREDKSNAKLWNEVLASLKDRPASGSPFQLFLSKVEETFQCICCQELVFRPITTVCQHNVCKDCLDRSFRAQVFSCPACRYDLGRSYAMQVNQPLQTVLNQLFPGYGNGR
Tn7 DDE FP = disrupts Tn7 cyclic peptide binding to fibrin D-Dimer-E complex. P02675. hit rate 0.13% among 370,000. AID 720508. FP displacement of FITC-Tn7 peptide from fibrin DD(E); 0% = median of compound wells per plate. inhibition, % at 8.3 µM;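 active = inhibition above the mean of compounds falling within the control limits plus 3 SD of them, cut at about 14% in these data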;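 also: 0% = plate median of compound wells and 100% = 10 µM Aha-Tn7 peptide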
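System: human fibrin DD(E); quantity: Fibrin-DD(E) at 2 µM final; also added: fluorescent Tn7 probe at 0.1 µM; compound dosing: single nominal test concentration of 8.3 µM per compound; schedule: 10 min preincubation, 3 h with tracer, room temperature; detection: fluorescence polarization of the labelled Tn7 tracer; repeats: one replicate per compound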
PLC-gamma1 inh = inhibitors of human phospholipase C gamma1 | hit rate 0.84% among 370,000 | P19174 | inhibition, % at 12.2 µM | AID 720700 | purified PLC-gamma1, fluorogenic substrate, fluorescence; in the data active = inhibition above about 9.5%
DDE Tn6 FP inh = inhibitors of Tn6 peptide binding to human fibrin DD(E); P02675; AID 720509; Fibrin DD(E) TRITC-Tn6 fluorescence polarization displacement; inhibition, % at 8.3 µM; hit rate 0.21% among 370,000;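 active = inhibition above a per-campaign cutoff: mean of compounds within control limits plus 3 SD, cut at about 15% in these data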;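 also: 0% = median of all compound wells on the plate and 100% = blocking peptide control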
Numbers without * were called inactive; · = no result given.

SMILES	ARFGAP1 inh	NR1D1 modulator	HGIII-sPLA2 inh	ASAP1 GAP inh	KLK7 zymogen act	PLC-beta3 inh	UHRF1 MBD2 ctr	Tn7 DDE FP	PLC-gamma1 inh	DDE Tn6 FP inh
CC(C)N1CCC(N2CCN(Cc3cc4c(cc3Cl)OCO4)CC2CCO)CC1 (configuration not stated)	-3	-3	-3	-8	0.1	-2	-2	-5	-2	7
CC(=O)c1c(C)[nH]c(C(=O)Nc2cc(S(=O)(=O)N3CCCCC3)ccc2C)c1C	-1	17*	-6	-12	-0.4	-12	2	2	1	-13
C[C@@H]1CCCCO[C@@H](CN(C)C(=O)Nc2ccc3c(c2)OCO3)[C@@H](C)CN([C@H](C)CO)C(=O)c2cc(N(C)C)ccc2O1	6	-9	3	9	-0.3	-30	1	1	-22	8
Cc1cccc(-n2c(C)nc3cc(C(=O)NCc4ccc5c(c4)OCO5)ccc32)c1	-4	-2	16	-8	0.1	-7	5	5	-1	0
CCn1c2ccc(C)cc2c2n[nH]c(=S)nc21	8	-2	3	1	-0.6	-8	-4	-5	0	3
Nc1ccc(Br)cc1C(NCC(=O)O)c1ccccc1 (configuration not stated)	-9	5	-8	-7	-1.4	-1	-4	-3	0	6
O=C(NCc1cccc(C(F)(F)F)c1)c1ccc2sc([C@@H]3O[C@H](CO)[C@H](O)[C@H](O)[C@H]3O)nc2c1	16	-3	3	5	0.6	-10	-1	1	0	-1
COC(=O)c1ccccc1NC(=O)CCNC(=O)Cn1cnc2ccccc2c1=O	-3	4	3	0	0.3	0	-1	-12	-2	1
CCN(C(=O)CN1CCOCC1)c1c(N)n(Cc2ccccc2)c(=O)[nH]c1=O	-2	3	2	-4	-0.5	1	-2	9	-2	4
C=CCn1c(-c2cccn(Cc3ccccc3)c2=O)n[nH]c1=S	0	-2	12	-3	2.7	-11	-1	11	-10	-1
OC(COc1ccccc1)CN1CCCCCC1 (configuration not stated)	0	-5	2	-16	0.2	2	4	-2	0	-1
CCc1cc(=O)oc2cc(OCC(=O)NCC3CCC(C(=O)O)CC3)ccc12 (configuration not stated)	-2	4	2	-5	0.9	-6	0	2	-4	-1
CC(=O)Nc1cccc(NC(=O)c2oc3ccccc3c2C)c1	10	-2	-8	-5	0.5	-5	-4	6	-3	-9
Cc1ccc(S(=O)(=O)NCC23C=CC(O2)C2C(=O)N(c4ccccc4)C(=O)C23)cc1 (configuration not stated)	-7	0	-5	0	0.8	1	-1	-3	1	8
CC(Nc1ccc2ccccc2c1)C(=O)N/N=C/c1ccncc1 (configuration not stated)	-5	-1	3	-4	-0.1	-40	-10	-1	-24	3
C[C@@H]1CN([C@H](C)CO)C(=O)CCCn2cc(nn2)CO[C@H]1CN(C)C(=O)Nc1ccccc1	10	-2	13	-2	-0.5	4	4	-1	6	-8
CC(CC(F)(F)F)N1CCC(n2nccc2NC(=O)CCCc2ccccc2)CC1 (configuration not stated)	-3	-4	-2	-19	-0.1	-5	0	2	2	10
CN(N=Cc1ccccc1)C(=S)Nc1ccccc1	3	-2	-4	2	-0.6	2	-1	-5	-2	2
Cc1c(C)c2ccc(OCC(=O)N3CCN(C(=O)C4COc5ccccc5O4)CC3)cc2oc1=O (configuration not stated)	0	5	-6	-7	0.3	-89	-2	7	-60	-2
CC(=O)NC(C)(C)C1CC=C(C)/C(=N\O)C1 (configuration not stated)	-4	10	-1	2	-0.1	0	1	-3	2	3
CC1(NC(=O)CC[N+](C)(C)CCO)CS(=O)(=O)CC1S(=O)(=O)[O-] (configuration not stated)	-1	-2	0	-21	-0.4	5	19	-6	0	-5
O=C(Nc1cnc2ccccc2c1)C1COc2ccccc2O1 (configuration not stated)	4	-1	-6	-2	-0.5	2	1	2	1	4
Nc1ncnc2c1ncn2[C@@H]1O[C@H](C(=O)N[C@@H](CCc2ccccc2)C(=O)N2CCCN(Cc3cccs3)CC2)[C@@H](O)[C@H]1O	-7	-12	3	0	0.5	2	0	-6	1	-4
CCN1C(=O)CC(N2CCN(C(c3ccccc3)c3ccccc3)CC2)C1=O (configuration not stated)	-3	2	-3	15	-0.4	0	2	-4	2	0
COC(=O)c1ccc(CS(=O)(=O)c2ccc(F)cc2)o1	-2	-1	-6	5	-0.3	6	1	-9	-2	2

Next part, starting with the last 2 of the part before.
SMILES	ARFGAP1 inh	NR1D1 modulator	HGIII-sPLA2 inh	ASAP1 GAP inh	KLK7 zymogen act	PLC-beta3 inh	UHRF1 MBD2 ctr	Tn7 DDE FP	PLC-gamma1 inh	DDE Tn6 FP inh
CCN1C(=O)CC(N2CCN(C(c3ccccc3)c3ccccc3)CC2)C1=O (configuration not stated)	-3	2	-3	15	-0.4	0	2	-4	2	0
COC(=O)c1ccc(CS(=O)(=O)c2ccc(F)cc2)o1	-2	-1	-6	5	-0.3	6	1	-9	-2	2
CCOC(=O)Nc1ccc2c(c1)N(C(=O)CNC)c1ccccc1CC2	2	5	-10	11	0.0	-6	-3	-2	1	-3
COc1cccc(Nc2nc3ccc(C(=O)c4ccccc4)cc3n3cnnc23)c1	1	11	6	-7	-0.2	-4	-1	2	-3	6
CCOC(=O)c1ccc(NC(=O)CSc2nnc(COc3ccccc3)n2C)cc1	-1	-5	-5	1	-0.5	1	-1	2	-2	3
Cc1ccsc1C(=O)N/N=C/C=C/c1ccccc1[N+](=O)[O-]	13	4	4	16	-0.3	3	-1	-3	5	-3
Cc1ccc(CNC(=O)N2CCN(S(=O)(=O)c3ccccc3)CC2)cc1	6	3	-7	10	0.6	0	1	-6	4	0
COC(=O)c1ccc(Oc2nc3c(c(=O)n(C)c(=O)n3C)n2CCC(C)C)cc1	-3	-3	4	-11	0.4	4	-3	-5	3	3
CSc1cccc(NC(=O)c2c(Cl)cnn2C)c1	3	-2	0	0	0.1	2	4	0	0	3
O=C(NC1CCCCN(Cc2cccc(C(F)(F)F)c2)C1=O)c1c(F)cccc1F (configuration not stated)	·	2	1	·	0.2	1	-2	6	-1	-12
O=C(Nc1nn[nH]n1)C12CC3CC(CC(C3)C1)C2	4	-8	4	6	0.2	3	2	-6	10*	-4
CSCc1ccc(C(=O)OCC(=O)NC2CCCC2)o1	-5	0	5	-7	0.5	-8	4	4	3	6
COc1cc(NC(=O)c2cc3c(CO)cnc(C)c3oc2=Nc2cccc(C(N)=O)c2)cc(OC)c1	3	-23	8	3	0.1	-10	4	0	-3	-3
CC(C)[C@H](NC(=O)c1ccccc1F)C(=O)Nc1nc2c(s1)CCCC2	-9	6	-4	16	-0.2	6	1	1	4	1
COc1ccc(/C(C)=N/NC(=O)CNC(=O)C(c2ccccc2)c2ccccc2)c(OC)c1	11	3	1	1	0.5	-8	1	2	-2	7
Cc1ccc(NC(=O)COc2ccc(Br)cc2CO)cc1S(=O)(=O)N1CCOCC1	9	-5	-10	2	0.1	-6	5	5	1	2
O=c1/c(=C\c2ccc(F)cc2)sc2n1CCCN=2	-7	0	0	4	-0.3	3	-5	3	2	5
Cc1ccc(SCc2c(C(=O)N/N=C/c3cccnc3)nnn2-c2nonc2N)cc1	4	-1	-8	-2	0.8	-3	-3	-1	1	-7
C=CCN1CCN(C(=O)c2ccc3c(c2)OCO3)CC1	4	2	6	-2	-0.1	-7	3	0	-1	2
CCOC(=O)C1CCC(CN(Cc2ccccc2C)S(=O)(=O)c2ccc([N+](=O)[O-])cc2)CC1 (configuration not stated)	-12	-3	18	7	0.5	-1	5	-4	3	-6
CN(C)C(=O)N=NC(=O)N(C)C	9	5	4	-7	-0.3	2	0	2	-1	0
Cc1cccc2c1N(CC(=O)OC(C)C)C(=O)C2=O	3	-7	8	-3	-0.8	3	-1	-2	1	0
O=C(CCc1nnc(-c2ccccc2)o1)NCc1c(F)cccc1F	-10	0	3	-3	-1.1	-2	-1	2	0	-4
O=C(CCN1C(=O)c2ccccc2S1(=O)=O)Nc1ccc(C(=O)O)cc1	-2	-12	5	-8	-0.5	3	2	1	-1	-7
CCc1ccc(NC(=O)CCS(=O)(=O)c2cccc3nsnc23)cc1	5	0	-11	2	0.3	0	-1	-2	0	3
C[C@H](CO)N1C[C@H](C)[C@@H](CN(C)C(=O)NC2CCCCC2)Oc2c(NC(=O)c3ccncc3)cccc2C1=O	0	-3	7	6	-0.5	0	-4	3	2	-3
Cc1ccccc1CN1CCC(n2nccc2NC(=O)CCOc2ccccc2)CC1	-4	-3	-9	5	0.2	-4	-2	-3	2	9
NC(=O)c1cc(Cl)cn(-c2ccccc2)c1=O	-15	-4	1	3	3.5	-157	0	1	-135	-6
Cc1ccc(-c2nn3c(C)nnc3c3ccccc23)cc1S(=O)(=O)NC(C)(C)CO	1	-7	1	4	0.2	-9	-1	4	-6	0
CSc1ccccc1NS(=O)(=O)c1ccccc1	-5	2	-4	-8	0.2	-1	3	3	-1	-1

Looked up one by one from the list above (2):
SMILES	ARFGAP1 inh	NR1D1 modulator	HGIII-sPLA2 inh	ASAP1 GAP inh	KLK7 zymogen act	PLC-beta3 inh	UHRF1 MBD2 ctr	Tn7 DDE FP	PLC-gamma1 inh	DDE Tn6 FP inh
O=C(Nc1nn[nH]n1)C12CC3CC(CC(C3)C1)C2	4	-8	4	6	0.2	3	2	-6	10*	-4
C[C@H](CO)N1C[C@H](C)[C@@H](CN(C)C(=O)NC2CCCCC2)Oc2c(NC(=O)c3ccncc3)cccc2C1=O	0	-3	7	6	-0.5	0	-4	3	2	-3

An excerpt of these results, with two lines to a compound:
Below each SMILES – ARFGAP1 inh | NR1D1 modulator | HGIII-sPLA2 inh | ASAP1 GAP inh | KLK7 zymogen act | PLC-beta3 inh | UHRF1 MBD2 ctr | Tn7 DDE FP | PLC-gamma1 inh | DDE Tn6 FP inh
NC(=O)c1cc(Cl)cn(-c2ccccc2)c1=O
 : -15 | -4 | 1 | 3 | 3.5 | -157 | 0 | 1 | -135 | -6
CN(N=Cc1ccccc1)C(=S)Nc1ccccc1
 : 3 | -2 | -4 | 2 | -0.6 | 2 | -1 | -5 | -2 | 2
O=C(NCc1cccc(C(F)(F)F)c1)c1ccc2sc([C@@H]3O[C@H](CO)[C@H](O)[C@H](O)[C@H]3O)nc2c1
 : 16 | -3 | 3 | 5 | 0.6 | -10 | -1 | 1 | 0 | -1
C[C@@H]1CN([C@H](C)CO)C(=O)CCCn2cc(nn2)CO[C@H]1CN(C)C(=O)Nc1ccccc1
 : 10 | -2 | 13 | -2 | -0.5 | 4 | 4 | -1 | 6 | -8

Screens (PubChem BioAssay)
